# Source: PubChem
# XIAP displacement – XIAP antagonists, biochemical, IAP family, fluorescence polarization (AID 1018); 200,000 tested, 0.007% active; one-dose displacement, % at 20 µM; IC50 in µM for titrated hits; XIAP BIR domain, fluorescence polarization peptide displacement; higher % means a stronger effect; in the data active = displacement above about 50%; note: a part of the inactive calls stands beside numbers as strong as those of hits
# MT stabilizer – microtubule stabilizers in HeLa cells | % tubulin-high responders, % at 10 µM | HeLa tubulin immunostaining HCS, 24 h; share of cells brighter than vehicle mean+2SD | 200,000 tested, 0.83% active;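 active = plate Z-score above 3 for both tubulin-high and condensed-nucleus cell shares, with cell loss under 80%, at 10 µM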;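 note: anti alpha tubulin signal scored within the nucleus-defined area of each cell; some results filed as inactive read as strong as hits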
# Hep lipid drop – modulators of hepatic lipid droplet formation; inhibition, % at 6.5 µM; AID 1656; 240,000 tested, 0.4% active; AML12 mouse hepatocytes, oleate lipid droplets, BODIPY imaging;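 active = lipid droplet intensity inhibited by at least 50%, with more than 500 cells counted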
#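 Test system: AML12 hepatocytes (mouse); reagent: oleate loading, 100 µM; dosing: one dose, 6.5 µM compound; incubation: overnight exposure; signal: fluorescence imaging, 20x objective, two fields per well; read-out basis: % inhibition of corrected integrated BODIPY droplet signal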
# WT yeast gro inh – growth inhibition of WT yeast, mitochondrial fusion screen; 190,000 tested, 2.1% active; AID 1362; inhibition, % at 10 µM; mitochondrial fusion phenotypic screen, WT strain; in the data active = inhibition above about 58%; tested in S. cerevisiae
# ER stress rescue – protection against thapsigargin-triggered cell killing – 384-well, CSM14.1, ATP luminescence, primary screen (AID 1222) | cellular ATP content (survival), % at 20 µM, or EC50 in µM where a hit was titrated | 190,000 tested, under 10 active | CSM14.1 thapsigargin-induced death rescue, ATP luminescence; higher % means a stronger effect;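 active = EC50 below 50 µM in the dose-response confirmation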;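 note: death triggered by thapsigargin at about 15 µM added after 2 h compound pretreatment; cell ATP read after overnight thapsigargin exposure of roughly 18 to 22 hours; normalized against plate controls of thapsigargin alone and 5% DMSO vehicle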
# b-catenin transl – modulators of beta-catenin nuclear translocation | 190,000 tested, 0.3% active | HeLa beta-catenin nuclear translocation, immunofluorescence imaging | AID 1665 | nuclear translocation activity, % at 5 µM;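 active = nuclear translocation activity above 50% at 5 µM, with a well cell count of 50 or more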;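 note: per-cell ratio of nuclear to cytoplasmic median beta-catenin stain intensity; plate controls were DMSO negative control for no effect and GSK-3 inhibitor IX positive control for full effect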
#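 Assay system: human HeLa cells, native beta-catenin; doses: 5 µM primary, 0.02–20 µM confirmation; incubation: compound treatment 24 h, 37°C, 5% CO2; technique: fluorescence imaging of beta-catenin antibody stain plus DAPI; measure: % activation, nuclear-to-cytoplasmic median beta-catenin signal ratio per cell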
# Autophagy HCS – autophagy modulation, high-content screen | calls only at 10 µM (by protocol) | 190,000 tested, 0.98% active | AID 463193 | MEF GFP-LC3 puncta imaging; test concentration mostly 10 µM;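 active = percentage of spot-positive cells more than 3 SD above its plate mean, without a fluorescence outlier flag or 80% toxicity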;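 note: spot-positive cell cutoff set from DMSO-treated cells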
# Dynein cargo inh – blocks dynein driven cargo transport along microtubules; 3617.4 mouse cells, GR-EGFP nuclear translocation imaging; test concentration mostly 20 µM; stimulated with dexamethasone, 1 µM; stronger effect = lower value; z-score, hits read low; 220,000 tested, 0.47% active;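 active = plate z-score of nuclear minus cytoplasmic receptor signal below a set negative limit, without overly bright fluorescence or cell loss, cut at about -3.5 in these data, passing the limit was not always enough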;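 note: z-score of nuclear minus cytoplasmic ring GR-EGFP intensity difference per well; some compounds called inactive have numbers as strong as hits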
#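 Buffer or medium: tet-free, stripped-serum medium; Also added: dexamethasone, 1.0 µM final; Technique: high-content fluorescence imaging after fixation; Times: 48 h induction, 1 h compound, 30 min dex at 37 °C; Read-out: per-cell GR-EGFP intensity, nucleus versus surrounding cytoplasmic ring, well-averaged.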
# Insulin prom up – MIN6 insulin promoter up-regulation; 190,000 tested, 0.3% active; AID 1625; MIN6 insulin promoter-GFP reporter, high-content imaging; stronger effect = higher value; z-score at 5 µM;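 active = z-score above 3 at 5 µM with at least 500 cells counted in the well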
# WT yeast gro inh mutant strain – also measured in WT yeast gro inh; calls as there; inhibition, %; mitochondrial fusion phenotypic screen, mutant strain inhibition
# Dynein cargo inh cytoplasmic EGFP – further read-out of Dynein cargo inh, marked with its call; z-score; measured here: cytoplasmic GR-EGFP intensity; stronger effect = higher value
# Dynein cargo inh nuclear GR-EGFP – further read-out of Dynein cargo inh, marked with its call; z-score; measured here: nuclear GR-EGFP intensity;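 lower value marks the stronger effect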
# Dynein cargo inh cell count – second read-out of Dynein cargo inh, no call of its own (marks repeat the call); z-score; measured here: cell count per field
# Insulin prom up cell count – recorded beside Insulin prom up, whose call it bears; cell count; measured here: cytotoxicity, nuclei count;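 total cells summed across four imaged fields per well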
# Hep lipid drop cells 6.5 µM – recorded beside Hep lipid drop, whose call it bears; cell count; measured here: cell count, cytotoxicity flag;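 cells counted across two imaged fields per well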
# b-catenin transl cell count 5 µM – second read-out of b-catenin transl, no call of its own (marks repeat the call); cell count; measured here: cell count, cytotoxicity flag
# MT stabilizer Hoechst-high % – further read-out of MT stabilizer, marked with its call; % Hoechst-high responders; measured here: nuclear condensation Hoechst responders;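 share of cells brighter than vehicle mean plus two SD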
# MT stabilizer cytotoxicity % – recorded beside MT stabilizer, whose call it bears; toxicity, %; measured here: cytotoxicity by cell density;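 0% = mean cell density of plate MIN control wells and 100% = no cells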
# Autophagy HCS cell loss 18 h – further read-out of Autophagy HCS, marked with its call; toxicity, %; measured here: cell loss, nuclei count;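 cell loss after 18 h compound exposure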
# Starred values were filed as active, the others as inactive; i = inactive; · = no result given.
SMILES,XIAP displacement,MT stabilizer,MT stabilizer Hoechst-high %,MT stabilizer cytotoxicity %,Hep lipid drop,Hep lipid drop cells 6.5 µM,WT yeast gro inh,WT yeast gro inh mutant strain,ER stress rescue,b-catenin transl,b-catenin transl cell count 5 µM,Autophagy HCS,Autophagy HCS cell loss 18 h,Dynein cargo inh,Dynein cargo inh cytoplasmic EGFP,Dynein cargo inh nuclear GR-EGFP,Dynein cargo inh cell count,Insulin prom up,Insulin prom up cell count
C=CCC1S/C(=N/N=C/c2cccs2)NC1=O (stereo not drawn),-9.2%,1.4,1.0,6.0,3,690,0,-4,10%,1.2,1004,i,4,0.19,-0.19,0.049,0.15,-0.28,1538
COc1ccc(-c2csc(N3CCC(c4ccccc4)CC3)n2)cc1,-6.6%,1.0,1.0,2.3,-7,618,-3,-19,-1.2%,-2.5,1140,i,-7,-0.71,-0.3,0.063,-0.095,-0.06,1688
COc1ccc(NC(=O)C2C3CCC4C(CCC32)C4(Cl)Cl)cc1 (stereo not drawn),-8.5%,2.0,2.9,7.7,4,596,-1,-7,0.3%,·,·,i,-4,-0.35,-0.32,-0.29,0.43,0.33,1400
Cc1nn(-c2ccccc2)c(C)c1/C=N/n1c(-c2ccncc2)n[nH]c1=S,-4.5%,2.1,1.1,5.8,2,662,-14,-19,0.4%,-3.9,1090,i,23,-0.7,-0.12,0.094,0.15,-0.31,1613
Cc1nnsc1C(=O)N1CCN(c2ccc(C#N)cn2)CC1,·,·,·,·,12,683,·,·,·,-0.9,1299,·,·,-0.63,-0.16,0.24,-0.45,-0.12,1080
O=C(N/N=C/c1cc2c(cc1Br)OCO2)c1c[nH]c2ccccc12,-5.6%,2.4,2.0,7.8,1,655,-23,3,-1.4%,-0.6,1115,i,18,-0.18,-0.35,0.18,0.07,0.21,1213
COC(=O)CC1C(=O)NCCN1C(=O)CSc1nc2cc(Cl)ccc2o1 (stereo not drawn),-4.7%,4.0,4.4,10,-10,676,-3,-10,-0.8%,1.6,1125,i,-14,-0.84,-0.41,-0.24,1.1,-0.52,1252
Cc1cc(=O)[nH]c(SCc2cn3ccccc3n2)n1,-8.6%,4.8,1.3,1.8,4,714,11,2,1.6%,-2.2,1010,i,1,0.42,0.064,0.36,-2,0.5,1568
Cc1nnn(-c2nonc2N)c1C(=O)N/N=C/c1cccc2ccccc12,-1.7%,4.1,2.1,14,2,626,-17,4,-2.8%,2.3,1127,i,-1,-0.63,-0.28,-0.29,0.59,-0.39,1316
CC1CN(C(=O)c2cc([N+](=O)[O-])cc([N+](=O)[O-])c2)CC(C)O1 (stereo not drawn),0.1%,2.4,1.8,7.2,4,717,-1,5,3.4%,-0.1,1627,i,4,-0.33,-0.29,-0.1,0.94,2.4,1575
O=C(CCCN1C(=O)c2ccccc2C1=O)Nc1c(C(=O)C2CC2)oc2ccccc12,-7.4%,1.7,3.8,10,·,·,-2,-5,-1.4%,·,·,i,4,0.55,-0.12,0.63,-0.34,-0.68,838
NS(=O)(=O)c1ccc(NC(=S)N2CCN(c3cccc(Cl)c3)CC2)cc1,-5.4%,4.4,1.7,8.6,15,640,7,14,-0.2%,-2.6,547,i,26,0.22,-0.22,0.41,-0.92,-0.05,1232
Cc1ccc(N2C(=S)NC3c4cc(Cl)ccc4OC2(C)C3C(=O)N(C)C)cc1 (stereo not drawn),-19%,3.6,2.2,7.8,-6,705,8,7,-1.6%,-0.5,1096,i,-34,2.1,-0.23,1.2,-1.2,·,·
COc1cc(NC(=S)NNC(=O)CC(C)C)c(OC)cc1Cl,-4.0%,2.2,2.1,4.5,-19,614,23,3,3.0%,-2.6,614,i,19,0.013,-0.24,0.14,0.81,0.51,1391
CSc1nnc(-c2sc3cc(C(F)(F)F)cnc3c2-c2ccccc2)n1C,-4.9%,40*,61*,41*,-2,777,-10,-10,-1.1%,·,·,i,48,2.1,0.25,1.4,-0.6,-0.57,799
O=C(/C=C/c1ccc([N+](=O)[O-])cc1)NCCc1ccc(F)cc1,-4.5%,5.0,1.2,7.6,-2,661,-8,-4,-0.8%,-3.9,1042,i,11,-0.2,-0.24,-0.11,-0.63,0.06,1656
Cn1c(COc2ccc(Cl)cc2)nnc1SCC(=O)Nc1ccc2c(c1)CCC2,-4.1%,2.2,1.5,10,29,708,0,13,1.7%,1.1,544,i,8,-0.11,-0.25,-0.095,1.2,-0.78,1377
CC(C)N(CC(=O)Nc1ccc(Cl)cc1C(F)(F)F)C(=O)CCl,-2.2%,2.9,1.8,5.2,1,647,-16,-4,-4.3%,·,·,i,1,-7.1*,1.3*,-2.5*,0.47*,-0.41,1324
O=C(Nc1ccc2oc(-c3ccccc3Cl)nc2c1)c1ncn[nH]1,-14%,4.7,1.9,3.9,15,690,1,-7,-4.4%,-0.5,1085,i,-9,0.29,-0.27,0.29,0.13,0.12,1827
CCCCC(=O)N/N=C/c1ccc(Sc2cccc3cccnc23)o1,0.1%,3.1,1.9,10,-1,763,4,-1,0.1%,1.5,1151,i,-24,-0.85,-0.11,-0.21,1.3,0.39,792
CN(C)S(=O)(=O)c1ccc(C(=O)Nc2cccc(C(=O)O)c2)cc1,-7.3%,1.9,1.3,30,0,724,1,3,0.8%,-3.7,1249,i,3,-0.11,-0.23,0.24,-0.55,0.72,1280
CC(=O)c1ccc(NC(=O)c2cc(Cl)nc3ccccc23)cc1,-6.2%,3.6,2.4,9.2,-10,674,-1,2,-0.8%,2.7,925,i,-3,-0.48,0.41,0.21,1,0.14,1077
Nc1ccc(N2CCCCC2)c(S(=O)(=O)Nc2ccc(Cl)cc2)c1,·,·,·,·,-31,738,·,·,·,-1.7,1035,·,·,-0.27,-0.29,-0.38,1.1,-0.26,1385
O=C(Cc1ccccc1)c1nc2ccccc2s1,-1.8%,2.9,2.5,5.4,4,608,2,-20,-0.2%,0.9,942,i,-16,-0.075,0.071,-0.37,0.51,0,1254
N/C(=N/OC(=O)c1ccccc1F)c1nonc1N,17%,0.8,2.0,5.6,-5,689,2,8,1.2%,0.7,1523,i,-6,-0.38,-0.36,-0.068,0.9,0.36,1276
COc1cccc(CN(C(=O)Cc2c[nH]c3ccccc23)C(C(=O)NC2CCCCC2)c2cccs2)c1 (stereo not drawn),-2.7%,2.2,1.8,1.7,2,632,11,0,0.9%,4.0,915,i,4,-0.67,-0.19,-0.46,0.35,1.2,1820
CCCCOc1ccc(S(=O)(=O)NNC(=O)c2cc3ccccc3o2)cc1,-12%,1.3,4.0,9.0,-13,668,8,-11,-1.1%,-0.8,947,i,-6,-0.76,-0.32,-0.66,1.2,0.45,1322
COc1ccc(-c2cc(C(F)F)n3ncc(C(=O)NCCCN4CCCC4=O)c3n2)cc1,-6.6%,3.6,2.8,9.2,7,690,2,-3,-0.4%,-1.5,1080,i,2,-0.95,-0.13,-0.15,1.2,·,·
CC1CN(Cc2cc(=O)n3ccsc3n2)CC(C)O1 (stereo not drawn),-3.3%,3.9,2.2,3.2,·,·,-10,-24,3.1%,1.0,1338,i,-3,-0.55,-0.2,-0.22,0.8,0.27,1354
O=C(CCCC(=O)OCC1CCCO1)OCC1CCCO1 (stereo not drawn),-6.7%,3.8,2.6,4.8,2,769,8,-7,2.4%,-6.1,1147,i,10,-0.21,-0.36,0.14,0.54,·,·
CCOc1ccc2sc(NS(=O)(=O)c3ccc(N)cc3)nc2c1,·,·,·,·,-1,697,·,·,·,-3.8,1183,·,·,-0.15,-0.3,-0.14,0.77,-0.65,1495
Cc1ccc(C(=O)NNC(=O)c2nn(-c3ccc(F)cc3)ccc2=O)cc1,·,·,·,·,0,727,·,·,·,1.1,1301,·,·,-0.67,-0.19,0.0075,0.7,-0.31,977
Cn1ncc(C#N)c1/N=C/N1CCOCC1,-3.8%,3.1,1.8,3.3,9,676,7,9,-1.3%,-0.5,1050,i,-3,-0.16,-0.2,-0.16,0.1,-0.18,1934
O=C(NCc1ccccc1Cl)C1CCC(CNc2nc(=S)[nH]c3ccccc23)CC1 (stereo not drawn),-8.9%,3.1,2.7,11,13,693,7,-8,1.3%,-4.7,1089,i,-13,2.1,0.037,1.1,-1.4,-0.23,1137

# Among those listed so far, three contain a thiophene ring, fused or not.
SMILES,XIAP displacement,MT stabilizer,MT stabilizer Hoechst-high %,MT stabilizer cytotoxicity %,Hep lipid drop,Hep lipid drop cells 6.5 µM,WT yeast gro inh,WT yeast gro inh mutant strain,ER stress rescue,b-catenin transl,b-catenin transl cell count 5 µM,Autophagy HCS,Autophagy HCS cell loss 18 h,Dynein cargo inh,Dynein cargo inh cytoplasmic EGFP,Dynein cargo inh nuclear GR-EGFP,Dynein cargo inh cell count,Insulin prom up,Insulin prom up cell count
C=CCC1S/C(=N/N=C/c2cccs2)NC1=O (stereo not drawn),-9.2%,1.4,1.0,6.0,3,690,0,-4,10%,1.2,1004,i,4,0.19,-0.19,0.049,0.15,-0.28,1538
CSc1nnc(-c2sc3cc(C(F)(F)F)cnc3c2-c2ccccc2)n1C,-4.9%,40*,61*,41*,-2,777,-10,-10,-1.1%,·,·,i,48,2.1,0.25,1.4,-0.6,-0.57,799
COc1cccc(CN(C(=O)Cc2c[nH]c3ccccc23)C(C(=O)NC2CCCCC2)c2cccs2)c1 (stereo not drawn),-2.7%,2.2,1.8,1.7,2,632,11,0,0.9%,4.0,915,i,4,-0.67,-0.19,-0.46,0.35,1.2,1820
